Screens as filed in PubChem BioAssay.
Rac1 mut GTP: alters GTP binding to activated mutant human Rac1; hit rate 0.11% among 190,000; percent activity (GTP binding), % at 10 µM; GST-Rac1 activated beads, fluorescent GTP binding, flow cytometry; actives lie on both sides; 100% means binding = to untreated wells; P63000; AID 764;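 active = GTP binding at least 20 percentage points away from the 100% baseline, in either direction, so actives lie on both sides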
HRas wt GTP: changes GTP binding to wildtype human HRas; P01112; GST-Ras wt beads, Bodipy-FL-GTP binding, flow cytometry; actives lie on both sides; GTP binding activity, % at 10 µM; hit rate 0.14% among 190,000; AID 759;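 active = GTP binding activity at least 20% away from the 100% baseline, either lowered as inhibitor or raised as activator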;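 note: 0% = unlabeled GTP competition control and 100% = no-compound control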
Target sequence (P01112 whole entry, looked up): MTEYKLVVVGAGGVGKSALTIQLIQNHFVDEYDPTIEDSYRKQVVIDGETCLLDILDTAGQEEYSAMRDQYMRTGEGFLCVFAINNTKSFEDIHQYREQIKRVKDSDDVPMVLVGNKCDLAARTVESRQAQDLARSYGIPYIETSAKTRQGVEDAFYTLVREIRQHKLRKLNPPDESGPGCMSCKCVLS
Rac1 wt modul: modulators of human Rac1 wildtype GTP binding | AID 757 | P63000 | GST-Rac1 beads, fluorescent GTP binding, flow cytometry; actives lie on both sides; 0 = cold GTP competed, 100 = untreated | hit rate 0.27% among 190,000 | GTP binding activity (% of control), % at 10 µM;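 active = GTP binding activity at least 20 points away from the 100% control level, either lower or higher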
Rab7 wt GTP bind: dog Rab7 wildtype GTP binding, inhibitors and activators; hit rate 0.055% among 190,000; GST-Rab7 beads, fluorescent GTP binding, flow cytometry; actives lie on both sides; untreated = 100%, excess cold GTP = 0%; AID 758; GTP binding activity (percent of control), % at 10 µM;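 active = fluorescent GTP binding to Rab7 beads changed by at least 20 points from the 100% baseline, either direction, mostly lower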;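 note: median green fluorescence of bound Bodipy-FL-GTP per Rab7 bead population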
Mcl1 Noxa PPI: disrupts binding of human Mcl-1 to Noxa peptide | Q07820 | TR-FRET Mcl-1/Noxa peptide binding, 2 h | inhibition, % at 21.7 µM | hit rate 1.5% among 220,000 | AID 1022;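 active = compounds that cut the protein-peptide binding signal by more than 50% relative to plate controls in a single-dose test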;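 note: His-tagged Mcl-1 with rhodamine Noxa BH3 peptide and terbium anti-His antibody; 0% = Mcl-1 plus Noxa peptide wells and 100% = peptide-only wells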
Target sequence (Q07820 whole entry, looked up): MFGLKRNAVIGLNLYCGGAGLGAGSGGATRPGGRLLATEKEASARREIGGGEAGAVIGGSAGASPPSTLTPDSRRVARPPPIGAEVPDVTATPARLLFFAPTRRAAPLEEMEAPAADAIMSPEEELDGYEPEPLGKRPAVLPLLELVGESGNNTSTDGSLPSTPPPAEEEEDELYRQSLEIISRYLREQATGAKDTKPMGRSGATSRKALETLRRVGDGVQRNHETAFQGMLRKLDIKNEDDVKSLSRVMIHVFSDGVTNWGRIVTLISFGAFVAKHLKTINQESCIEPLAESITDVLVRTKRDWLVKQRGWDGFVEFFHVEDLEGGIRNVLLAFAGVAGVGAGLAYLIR
Bim-Mcl-1: disrupts Bim peptide binding to human Mcl-1; Q07820; Bead-based flow cytometry, Bim peptide-Mcl-1 binding; inhibition, % at 10 µM; hit rate 0.1% among 190,000; in the data active = inhibition above about 40%;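 note: 0% = no compound tracer wells and 100% = peptide blocker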
Cdc42 wt GTP: human Cdc42 wildtype GTP binding change, either direction | percent activity (GTP binding), % at 10 µM | P60953 | hit rate 0.2% among 190,000 | GST-Cdc42 beads, Bodipy-GTP binding, flow cytometry; actives lie on both sides;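 active = percent activity GTP binding at least 20 points away from the 100% baseline, either down as inhibitor or up as activator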;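 note: median bead fluorescence of bound Bodipy-FL-GTP at 100 nM; 0% = excess unlabeled GTP control and 100% = no compound control; below 100% means less GTP binding so inhibitor and above means activator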
Target sequence (P60953 whole entry, looked up): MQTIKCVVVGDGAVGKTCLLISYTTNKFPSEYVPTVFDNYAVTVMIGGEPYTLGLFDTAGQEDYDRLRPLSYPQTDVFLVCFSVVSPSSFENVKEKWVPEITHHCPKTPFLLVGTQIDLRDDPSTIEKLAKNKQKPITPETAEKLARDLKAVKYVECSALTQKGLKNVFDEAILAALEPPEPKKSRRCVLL
Mcl1-Bid inh: disrupts binding of human Mcl-1 to Bid peptide. TR-FRET Mcl-1/Bid-Dy647 peptide binding, 1536-well. inhibition, % at 21.7 µM. hit rate 0.97% among 220,000;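 active = compounds that cut the binding signal by more than half at the single screening dose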;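 note: His-tagged Mcl-1 with europium anti-His antibody binding Bid BH3 peptide; 0% = Mcl-1 plus peptide wells and 100% = peptide-only wells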
Avidin fluor: avidin bead compound fluorescence profile | fluorescence (KMESF) at 10 µM | AID 1775 | hit rate 0.38% among 220,000 | Avidin beads, compound fluorescence 488/530 nm, flow cytometry; stronger effect = higher value; in the data active = fluorescence above about 47; note: inactives centre near 10
Pf gamet viab: P. falciparum stage V gametocyte viability inhibition; hit rate 0.065% among 150,000; P. falciparum stage V gametocytes, ATP luminescence, 24 h; AID 743093; inhibition, % at 10.9 µM;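 active = inhibition above the mean plus 3 SD of compounds within the control limits, set per campaign, cut at about 38% in these data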;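 note: 0% = DMSO wells and 100% = medium only without gametocytes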
Rab2A wt mod: changes GTP binding to wildtype dog Rab2A, up or down; P61105; GST-Rab2 wt beads, Bodipy-GTP binding, flow cytometry; GTP binding activity, % at 10 µM; hit rate 0.19% among 190,000; AID 760;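 active = GTP binding activity at least 20 points away from 100%, either lowered or raised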;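 note: 0% = beads with excess unlabeled GTP and 100% = no-compound control corrected for plate trend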
Starred values were filed as active, the others as inactive; / = not tested or not shown.

Molecule,HRas wt GTP,Rac1 wt modul,Mcl1-Bid inh,Rac1 mut GTP,Rab2A wt mod,Avidin fluor,Bim-Mcl-1,Pf gamet viab,Mcl1 Noxa PPI,Rab7 wt GTP bind,Cdc42 wt GTP
Cc1c(C(=O)Nc2ccc(Cl)cn2)oc2ccccc12,100,104,-5,97,99,33,-5,/,4,99,102
c1ccc(-c2cnc(CSc3nnc4ccccn34)o2)cc1,104,101,-5,100,103,8,-1,/,17,99,106
C=CCNC(=O)c1snnc1-c1ccccc1,105,104,-30,98,101,16,-2,14,14,105,105
Cc1cc(C)c(NC(=S)N(CCN2CCCCC2)Cc2ccco2)c(C)c1,102,100,-52,96,106,6,2,16,13,111,94
N#Cc1c(-c2ccc(Cl)cc2)ccnc1N1CCOCC1,97,99,-2,93,95,10,-7,-31,-2,100,98
O=C(CCc1nc(-c2ccccc2Cl)no1)NCc1ccco1,95,97,-38,96,96,8,-1,14,10,95,98
NC(=O)C1CCN(C(=O)Cc2ccc([N+](=O)[O-])cc2)CC1,101,105,-9,102,99,9,-4,-10,12,101,103
Nn1c(SCc2ccccn2)nncc1=O,101,97,-55,98,99,9,-2,16,-10,102,101
Cc1ccc(S(=O)(=O)NC2c3cccc4cccc(c34)C2Sc2ncccn2)cc1 (configuration not stated),101,102,-19,97,96,4,-3,-16,3,98,96
O=C(NC1CCCC1)c1cccc(S(=O)(=O)N2CCCCC2)c1,96,97,2,95,95,9,-2,1,-5,96,97
CCN1C(=O)CSc2ccc(C(=O)NCc3ccco3)cc21,100,102,-2,97,100,27,0,/,2,103,102
[O-]/C(=C(\C(=S)NCCN1CCOCC1)[n+]1ccccc1)c1ccc(Cl)s1,97,103,-18,94,98,11,0,/,12,104,95
CC(C(=O)N1CCOCC1)N1C(=O)c2ccccc2C1=O (configuration not stated),100,104,-40,99,99,12,-1,9,-15,99,101
CCOc1ccc(N(CC(=O)N/N=C/c2cc(Br)c(C)o2)S(C)(=O)=O)cc1,98,97,-7,95,101,9,0,-8,-5,105,99
Cc1ccc(NC2=CC(=O)CC(c3ccc(Cl)cc3)C2)cc1 (configuration not stated),98,99,-10,96,95,21,-7,/,2,98,100
Cc1ccc(OCCN2CCN(C(=O)CCC(=O)Nc3nnc(C(C)C)s3)CC2)cc1,99,101,-8,97,99,10,-2,/,19,99,100
CN(c1ccc(OCC(=O)OCC(=O)Nc2c(F)c(F)c(F)c(F)c2F)cc1)S(=O)(=O)c1ccc(F)cc1,97,100,-14,98,98,3,-4,/,9,99,96
CCOc1ccccc1C1CC(c2cccc(NS(C)(=O)=O)c2)=NN1C(=O)c1ccccc1 (configuration not stated),98,104,-5,99,101,4,-3,-11,-28,97,104
COc1ccccc1N1CCN(C(=O)c2ccc3nc[nH]c3c2)CC1,103,108,-7,100,105,3,-6,8,-19,105,105
COc1ccccc1NS(=O)(=O)c1cc(NC(=O)Nc2cccc(C)c2)ccc1N1CCCCC1,105,107,-32,104,100,2,-7,2,1,106,104
c1ccc2c(C3=NNC(=NC4CC4)SC3)c[nH]c2c1,101,105,-43,101,99,12,0,/,48,100,103
CS(=O)(=O)n1nc(-c2cccnc2)nc1NCc1ccccc1,98,96,-14,93,97,8,-1,2,7,101,95
Cc1cc(Cl)ccc1Oc1ccccc1C(=O)CC#N,96,98,-39,94,92,23,0,7,3,100,92
O=C(NC1CCCCC1)C(c1ccc(O)c(O)c1)N(C(=O)Cn1nnc2ccccc21)c1cccc(O)c1 (configuration not stated),96,98,-47,97,97,13,2,-13,17,97,99
O=C(CCN1C(=O)C2C3CC(C(Br)C3Br)C2C1=O)OCC(=O)c1ccccc1 (configuration not stated),97,100,-19,101,99,12,-2,-8,-3,95,97

Later entries
Molecule,HRas wt GTP,Rac1 wt modul,Mcl1-Bid inh,Rac1 mut GTP,Rab2A wt mod,Avidin fluor,Bim-Mcl-1,Pf gamet viab,Mcl1 Noxa PPI,Rab7 wt GTP bind,Cdc42 wt GTP
COc1ccc(Nc2nc(N)nc(CN3CCOCC3)n2)cc1,104,107,27,101,105,8,-1,-6,-14,102,108
COc1cccc2c1OC1(C)CC2NC(=O)N1c1cccc(C(=O)N2CCN(c3ccccc3)CC2)c1 (configuration not stated),98,98,-73,95,98,5,1,6,-2,100,96
CCn1c(SCc2nc3sc(C(=O)O)c(C)c3c(=O)[nH]2)nc2ccccc21,100,101,11,99,99,4,2,/,77*,101,99
Cc1cc(OCC(=O)NC(C)c2ccccc2)ccc1[N+](=O)[O-] (configuration not stated),96,102,-6,95,98,7,-2,/,19,97,95
Cc1nnc(SCCC(=O)Nc2nc(-c3ccccc3)ns2)s1,91,88,-14,90,87,9,-11,5,-2,88,89
COc1ccc2c(c1)c(=O)oc1cc(OCC(=O)NC3CC3)ccc12,99,101,0,97,101,2,1,-7,11,98,100
N#CC1=C(S)N(c2ccccc2)C(c2ccc(-c3cc(Cl)ccc3Cl)o2)NC1=O (configuration not stated),93,94,-32,91,90,11,-4,7,76*,91,90
CCN1CCN(CC(=O)Nc2ccc(Cl)c(S(=O)(=O)N(C)C)c2)CC1,97,96,13,96,95,20,0,-7,35,103,92
O=C1CC(C(=O)Nc2nccs2)C(c2ccccc2)O1 (configuration not stated),101,105,1,100,103,21,-4,14,-11,101,103
COCCN(C(C)=O)c1nnc(-c2ccccn2)s1,100,101,1,98,97,16,0,1,-16,99,99
CNC(=S)N(Cc1cc2cc(OC)c(OC)cc2[nH]c1=O)C1CCCC1,92,92,3,91,94,5,29,2,8,98,90
CCC(C)(C)NC(=O)COc1ccc(OCc2ccccc2)cc1,95,95,-9,91,94,24,0,/,-5,92,91
Cc1[nH]c2ccccc2c(=O)c1SC(F)(F)C(F)C(F)(F)F (configuration not stated),98,97,-3,94,95,38,0,/,4,97,96
CCN1C(=O)C(CC(=O)Nc2ccc(F)cc2)N(Cc2ccc3c(c2)OCO3)C1=S (configuration not stated),95,98,6,94,97,11,0,2,20,104,94
COc1ccc(C)cc1NC(=S)Nc1ccccc1SC,94,100,-49,96,95,10,-2,-5,9,97,96
O=C(Nc1ccccc1)/C(=C1\CCCN1)[N+](=O)[O-],104,100,-11,99,105,11,0,-11,0,112,101
COc1ccc(C2CC(=O)N3CN(c4ccc(C)c(Cl)c4)CSC3=C2C#N)cc1 (configuration not stated),101,106,-20,97,102,5,-1,/,10,101,104
NS(=O)(=O)c1ccc(NC(=O)CCc2ccccc2)cc1,94,90,3,90,91,12,-4,/,/,93,93
Cc1cccc(C)c1NC(=O)CSc1cc(C(=O)c2nccn2C)c2ccccc2n1,98,103,-5,97,97,4,-4,-10,7,101,102
O=C(/C=C/c1ccco1)Nc1ccc2nc3n(c(=O)c2c1)CCCC3,93,90,2,94,92,4,0,7,19,102,93
Cc1cccc(Cn2cnc3ccccc32)c1,103,104,9,100,103,5,0,/,0,103,103
COc1cc(SC)ccc1C(=O)Nc1ncc(C)s1,99,99,-8,95,99,11,-1,4,10,98,98
COc1ccccc1C1=NOC(Cn2c(=O)c3c(ncn3C)n(C)c2=O)C1 (configuration not stated),99,99,7,96,96,6,-1,/,2,99,99
Cc1ccc(C)c(NC(=O)c2ccccc2NS(=O)(=O)c2cc([N+](=O)[O-])ccc2C)c1,94,97,5,93,94,16,22,-1,-7,94,94
Cc1nc(SCc2ccc(OCCC(C)C)cc2)n[nH]1,95,99,-9,93,99,8,0,1,14,104,103

Following part:
Molecule,HRas wt GTP,Rac1 wt modul,Mcl1-Bid inh,Rac1 mut GTP,Rab2A wt mod,Avidin fluor,Bim-Mcl-1,Pf gamet viab,Mcl1 Noxa PPI,Rab7 wt GTP bind,Cdc42 wt GTP
Cc1ccc(C)c(NCC(O)c2ccccc2)c1 (configuration not stated),97,101,-41,97,97,20,0,-16,-7,103,98
CCNC(=S)Nc1ccc(OC(F)(F)F)cc1,95,100,-44,97,98,10,-3,8,-16,96,97
CCCCNC(=O)C1CC(=O)N(CCC(C)C)C1 (configuration not stated),102,101,/,100,101,9,2,/,/,99,101
N#C/C(=C\c1cccc(Oc2ccc(C(F)(F)F)cc2[N+](=O)[O-])c1)c1nc2ccccc2[nH]1,96,96,-17,95,92,10,0,/,3,90,95
COc1ccc(C)cc1NC(=O)NC(C)c1ccncc1 (configuration not stated),98,104,-6,97,99,19,0,-17,9,104,99

Records listed so far that bear a hit mark in Mcl1 Noxa PPI.
SMILES	HRas wt GTP	Rac1 wt modul	Mcl1-Bid inh	Rac1 mut GTP	Rab2A wt mod	Avidin fluor	Bim-Mcl-1	Mcl1 Noxa PPI	Rab7 wt GTP bind	Cdc42 wt GTP
CCn1c(SCc2nc3sc(C(=O)O)c(C)c3c(=O)[nH]2)nc2ccccc21	100	101	11	99	99	4	2	77*	101	99
N#CC1=C(S)N(c2ccccc2)C(c2ccc(-c3cc(Cl)ccc3Cl)o2)NC1=O (configuration not stated)	93	94	-32	91	90	11	-4	76*	91	90
